High-throughput results: PubChem BioAssay, several laboratories
HMGR II inh: E. faecalis class II HMG-CoA reductase inhibition; purified E. faecalis HMGR, NADPH absorbance 340 nm kinetic; inhibition, % at 10 µM; 190,000 compounds, 0.41% hits; AID 1066;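 active means inhibition above a set limit, the median over all tested compounds plus 3 SD, cut at about 9.5% in these data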;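 further: enzyme runs in reverse so mevalonate oxidation gives rising NADPH absorbance; 0% = complete reaction with DMSO and 100% = background rate lacking mevalonate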
TNAP act hi DEA: activators of human TNAP at high phosphate acceptor concentration; purified TNAP, CDP-star luminescence, 1 M DEA, 30 min; hits give high values; 0 = EDTA background, 1 = DMSO-only activity; activation factor at 20 µM; 200,000 tested, under 10 active;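 active means activation factor at least 2 at 20 µM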
Target sequence (P05186 whole entry, looked up): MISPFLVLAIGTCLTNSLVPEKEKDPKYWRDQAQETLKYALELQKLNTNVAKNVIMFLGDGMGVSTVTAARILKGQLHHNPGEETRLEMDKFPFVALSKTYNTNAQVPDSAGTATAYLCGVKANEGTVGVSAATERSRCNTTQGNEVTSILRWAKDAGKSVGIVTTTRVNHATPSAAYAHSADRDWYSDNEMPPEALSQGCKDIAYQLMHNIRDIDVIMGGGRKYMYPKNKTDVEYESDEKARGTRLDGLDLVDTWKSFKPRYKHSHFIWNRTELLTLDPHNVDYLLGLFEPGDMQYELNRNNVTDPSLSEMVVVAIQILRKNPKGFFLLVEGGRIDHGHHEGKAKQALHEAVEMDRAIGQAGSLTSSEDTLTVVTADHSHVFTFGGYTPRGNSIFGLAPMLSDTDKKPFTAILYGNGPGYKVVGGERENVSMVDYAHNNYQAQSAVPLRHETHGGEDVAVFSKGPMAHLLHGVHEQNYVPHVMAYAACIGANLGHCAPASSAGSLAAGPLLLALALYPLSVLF
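Test system – human TNAP · Doses – 20 µM single point · Incubation – 30 min, room temperature · Signal – luminescent substrate turnover signal · Read-out basis – activation factor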
bIAP activator: increases bovine intestinal alkaline phosphatase activity | purified bovine IAP, CDP-star luminescence, 30 min; hits give high values; fold of DMSO-control signal, blank-subtracted | activation factor at 20 µM | 200,000 compounds, 0.17% hits;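 active means activation factor of 2 or more at 20 µM, a signal rise over negative controls twice the positive control's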
PPARg SRC-2 ag: promotes SRC-2 coactivator recruitment by human PPARgamma. P37231. PPARgamma LBD-SRC-2 recruitment, biochemical. activation, % at 8 µM. 200,000 compounds, 0.34% hits. AID 1032; in the data active means activation above about 22%;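 further: 0% = vehicle and 100% = reference agonist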
Target sequence (P37231 whole entry, looked up, the tested form may be a part): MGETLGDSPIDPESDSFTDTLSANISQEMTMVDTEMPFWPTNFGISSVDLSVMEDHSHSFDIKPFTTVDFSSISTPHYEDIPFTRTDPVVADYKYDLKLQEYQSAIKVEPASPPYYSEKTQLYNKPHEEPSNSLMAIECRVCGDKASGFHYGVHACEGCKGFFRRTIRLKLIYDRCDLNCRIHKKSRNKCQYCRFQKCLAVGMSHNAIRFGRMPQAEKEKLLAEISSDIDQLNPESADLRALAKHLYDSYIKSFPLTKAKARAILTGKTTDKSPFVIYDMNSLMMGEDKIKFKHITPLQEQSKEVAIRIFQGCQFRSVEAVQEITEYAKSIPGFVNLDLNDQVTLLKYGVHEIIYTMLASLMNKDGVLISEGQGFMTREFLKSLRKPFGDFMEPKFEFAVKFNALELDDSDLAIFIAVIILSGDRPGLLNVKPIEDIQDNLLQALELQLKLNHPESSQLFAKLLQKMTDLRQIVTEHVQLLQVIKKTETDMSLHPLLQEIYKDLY
TNAP inh hiacc: inhibitors of human TNAP at high phosphate acceptor concentration. purified TNAP, CDP-star luminescence, 1 M DEA. AID 1135. 200,000 compounds, 0.03% hits. inhibition, % at 20 µM;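 active means over 50% inhibition of tissue-nonspecific alkaline phosphatase at 20 µM in the single-dose screen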;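 further: plate controls were DMSO wells for no effect and EDTA-quenched wells as full inhibition for full effect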
bIAP inh: blocks bovine intestinal alkaline phosphatase activity; purified bovine IAP, CDP-star luminescence, 30 min; AID 1019; 190,000 tested, under 10 active; inhibition, % at 20 µM;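 active means over 50% inhibition of intestinal alkaline phosphatase at 20 µM in the single-dose screen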
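System: Purified bovine intestinal alkaline phosphatase (IAP) enzyme | Input: IAP diluted 1/65,000,000 in the well | Also added: CDP-star chemiluminescent phosphatase substrate, 30 µM final | Dosing: 20 µM single dose | Times: Enzyme reaction for 30 min at room temperature | Detection: Luminescence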
PPARg SRC3 recr: agonists of human PPARgamma SRC-3 coactivator recruitment. P37231. biochemical PPARgamma/SRC-3 coactivator recruitment assay. activation, % at 8 µM. 200,000 compounds, 0.26% hits; in the data active means activation above about 23%;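 further: 0% = DMSO and 100% = reference agonist; some compounds past the cut are filed as inactive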
PPARg SRC-1 ag: PPARgamma-driven SRC-1 recruitment agonism. P37231. PPARgamma-SRC-1 coactivator recruitment biochemical assay. activation, % at 8 µM. 200,000 compounds, 0.41% hits. AID 631; in the data active means activation above about 19%;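 further: 0% = DMSO and 100% = reference agonist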
SRC2 TRFRET art: counter-screen for PPARgamma SRC-2 recruitment agonists: TR-FRET artefact. AID 1049. TR-FRET ratio at 8 µM. hits give high values. 200,000 compounds, 0.4% hits; in the data active means TR-FRET ratio above about 2000; further: inactives centre near 1500; reference of the scale not given here
TNAP inh no acc: blocks human TNAP activity with no phosphate acceptor present; 200,000 compounds, 0.26% hits; AID 1012; P05186; inhibition, % at 20 µM; purified TNAP, CDP-star luminescence, 30 min;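 active means tissue-nonspecific alkaline phosphatase inhibition above about 50% at 20 µM in the single-dose screen, limit read from the data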;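 further: 0% = DMSO negative control and 100% = EDTA positive control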
Active calls of the source: *; . = not tested or not shown.

Each structure is followed by: PPARg SRC-1 ag, TNAP inh no acc, bIAP activator, bIAP inh, SRC2 TRFRET art, HMGR II inh, PPARg SRC3 recr, TNAP inh hiacc, PPARg SRC-2 ag, TNAP act hi DEA
- Cc1nn(Cc2ccccc2)c(Cl)c1/C=C/C(=O)OCC(=O)N(C)C1CCS(=O)(=O)C1 (stereo not drawn)
→ 11, -3, 1.1, -9, 1662, -3, 5, 0, -3, 1
- COc1ccc(Br)cc1C(=O)Nc1ccc(O)cc1
→ 1, -9, 0.9, 5, 1529, 2, 8, -2, 5, 1
- COc1ccc(CCn2c(N)c(C(=O)NCc3ccco3)c3nc4ccccc4nc32)cc1OC
→ -4, -14, 1.2, -16, 1447, -3, 1, -6, 2, 1.1
- O=C(c1ccc(NC(=S)Nc2ccc(F)cc2F)cc1)N1CCOCC1
→ 10, 2, 0.8, 18, 1627, -5, -1, -3, 14, 1
- CCOC(=O)Cn1c(Br)nc2c1c(=O)[nH]c(=O)n2C
→ -6, 3, 1, -1, 1389, -7, 1, -2, -4, 1
- COc1c2ccoc2nc2c(OC)c(O)ccc12
→ 5, -14, 1.1, -9, 1675, -1, 1, -3, 6, 1
- Fc1ccc(Nc2nc(-c3cccnc3)cs2)cc1
→ 10, 0, 1, 1, 1816, -1, 3, 1, 7, 1
- O=C(NC1CCSC1=O)c1ccc(Oc2cccc(C(F)(F)F)c2)nc1 (stereo not drawn)
→ 0, -10, 0.9, 15, 1486, -3, 5, -5, -10, 1
- Cc1ccc(/C=C2/SC(=S)N(CCC(=O)N3CCN(c4ccccc4)CC3)C2=O)cc1
→ -7, -4, 0.9, 7, 1447, -13, 7, 2, 2, 1
- O=C(CSCc1ccc(Cl)cc1)N/N=C/c1ccccc1
→ 2, -6, 0.7, 31, 1621, -7, 0, -2, 8, 1
- Cc1c(-n2c(SCC(=O)NC(C)C(C)C)nc3ccccc3c2=O)c(=O)n(-c2ccccc2)n1C (stereo not drawn)
→ -4, -10, 1.2, -22, 1216, -3, 0, 0, -7, 1
- CC1CCCCN1CCCNC(=O)c1cc(Br)c(Br)[nH]1 (stereo not drawn)
→ 4, 2, 1.2, -18, 1553, 3, 1, -1, -1, 1
- Cc1csc2nc(CCNS(=O)(=O)c3ccc4c(c3)OCCO4)cn12
→ 5, -12, 1.2, -20, 1648, -7, 4, -7, -1, 1.1
- CN(C(=S)NCCN1CCOCC1)C(c1ccccc1)c1ccccc1
→ 6, -10, 1.2, -21, 1416, -6, -5, -2, -8, 1
- Cc1ccc(S(=O)(=O)N2CCCCC2)cc1NC(=O)COC(=O)c1ccc(O)cc1
→ 3, -7, 1.2, -24, 1593, 1, -1, -6, -7, 1.1
- Cc1cccc(NC(=O)c2snc3c(=O)[nH]cnc23)c1
→ 4, -2, 0.8, 24, 1353, 0, 1, -6, 6, 1.1
- COc1ccc(C)cc1NC(=O)CCC(=O)Nc1ccc2nc(N3CCN(C)CC3)cc(C)c2c1
→ 1, -12, 1.1, -8, 1752, 0, 2, -7, 3, 1.1
- Cc1cc(C(C)(C)C)ccc1OCCN(C)C
→ 1, -13, 1, 3, 1627, 2, 7, -8, 5, 1.1
- CCOC(=O)NC(=O)/C(N=Nc1cccc(C(F)(F)F)c1)=C(\C)O
→ 10, -5, 1, 4, 1602, -2, 1, 0, 3, 1
- CC(=O)Nc1cccc(NC(=O)CSc2ccc3nnc(CCNC(=O)c4ccccc4)n3n2)c1
→ 6, -8, 1.1, -7, 1544, -4, 7, 0, -2, 1
- CCCc1nc2sc3c(c2c(=O)n1NC(=O)CCCl)CCCC3
→ -2, 4, 1.1, -12, 1211, 0, -13, -5, 0, 1.1
- COc1ccc(C(=O)NC(=S)NCc2cccnc2)cc1[N+](=O)[O-]
→ 0, -5, 1, 2, 1622, -8, 1, 1, 3, 1
- O=C(NCc1ccc2c(c1)OCO2)c1ccccc1
→ -3, -8, 1, -2, 1374, 2, 0, 0, 3, 1
- CCCCNC(=O)C1CC(=O)N(c2ccc(OC)cc2)C1c1ccc(OC)cc1 (stereo not drawn)
→ -1, -7, 1.1, -6, 1563, -3, -6, 0, 6, 1
- O=C(COC(=O)C1(c2ccccc2F)CCCC1)N1CCN(C(=O)c2ccco2)CC1
→ 1, -14, 0.9, 6, 1696, -1, 15, -7, 4, 1.1
- O=C1CCC(C(=O)OCc2ccccc2)N1 (stereo not drawn)
→ 1, -14, 1, 4, 1545, -1, 1, -7, 7, 1.1
- CCOc1cc(S(=O)(=O)NCc2ccccn2)ccc1Cl
→ 5, -4, 1, 5, 1682, -9, 1, -3, 10, 1
- C=CCOC(=O)C1=C(C)NC(SC)=C(C#N)C1c1ccc(OCC)cc1 (stereo not drawn)
→ 4, -11, 0.9, 6, 1596, -3, 9, -5, 9, 1.1
- CCCNCc1cc(OC)c(OCC(=O)NCCc2ccccc2)cc1Br
→ 5, -9, 0.5, ., 1483, 3, 4, -6, 2, 1.1
- O=C(CC1Sc2ccccc2NC1=O)NCc1ccc(Cl)cc1 (stereo not drawn)
→ 3, -7, 1, -2, 1643, -8, 4, 0, 7, 1

Part of the list above in order of molecular weight, ascending.
Each structure is followed by: PPARg SRC-1 ag, TNAP inh no acc, bIAP activator, bIAP inh, SRC2 TRFRET art, HMGR II inh, PPARg SRC3 recr, TNAP inh hiacc, PPARg SRC-2 ag, TNAP act hi DEA
- CCOC(=O)NC(=O)/C(N=Nc1cccc(C(F)(F)F)c1)=C(\C)O
→ 10, -5, 1, 4, 1602, -2, 1, 0, 3, 1
- CCCc1nc2sc3c(c2c(=O)n1NC(=O)CCCl)CCCC3
→ -2, 4, 1.1, -12, 1211, 0, -13, -5, 0, 1.1
- CCCCNC(=O)C1CC(=O)N(c2ccc(OC)cc2)C1c1ccc(OC)cc1 (stereo not drawn)
→ -1, -7, 1.1, -6, 1563, -3, -6, 0, 6, 1
- Cc1c(-n2c(SCC(=O)NC(C)C(C)C)nc3ccccc3c2=O)c(=O)n(-c2ccccc2)n1C (stereo not drawn)
→ -4, -10, 1.2, -22, 1216, -3, 0, 0, -7, 1

The main list resumes; the two compounds before the break are reprinted first.
Each structure is followed by: PPARg SRC-1 ag, TNAP inh no acc, bIAP activator, bIAP inh, SRC2 TRFRET art, HMGR II inh, PPARg SRC3 recr, TNAP inh hiacc, PPARg SRC-2 ag, TNAP act hi DEA
- CCCNCc1cc(OC)c(OCC(=O)NCCc2ccccc2)cc1Br
→ 5, -9, 0.5, ., 1483, 3, 4, -6, 2, 1.1
- O=C(CC1Sc2ccccc2NC1=O)NCc1ccc(Cl)cc1 (stereo not drawn)
→ 3, -7, 1, -2, 1643, -8, 4, 0, 7, 1
- O=C(COC(=O)CNS(=O)(=O)/C=C/c1ccccc1)NC1CCS(=O)(=O)C1 (stereo not drawn)
→ 4, -15, 1.1, -7, 1614, 0, -7, -8, -3, 1.1
- Cc1nnc(SCC(=O)NC23CC4CC(CC(C4)C2)C3)n(N)c1=O
→ 6, -1, 1, 3, 1795, 3, 3, 1, 9, 1
- Cc1cccc(NC(=O)C2(C)CC3c4ccccc4C2c2ccccc23)c1C (stereo not drawn)
→ -2, -7, 1, 0, 1611, 2, -5, 4, -1, 1
- OCCN1CCN(C(=S)c2ccc(Br)cc2)CC1
→ -5, -5, 1, 1, 1774, -2, 2, 1, 5, 1
- Cc1ccc(S(=O)(=O)N(CCC(=O)Nc2ccc(OC(F)(F)F)cc2)c2ccccc2)cc1
→ -1, -13, 0.9, 8, 1431, 4, -2, -1, -4, 1
- Cc1cc(C(=O)C(C)Sc2cccc[n+]2[O-])c(C)n1-c1ccc(Cl)cc1 (stereo not drawn)
→ 8, -13, 1.1, -10, 1498, -9, 1, -3, 6, 1
- O=[N+]([O-])c1cc(Cl)ccc1NCCNS(=O)(=O)c1ccccc1
→ 2, -2, 0.9, 10, 1734, -4, 7, 20, 2, 0.8
- Cn1c(NC(=O)C2CC2)cc(=O)n(C)c1=O
→ 2, -21, 1, -3, 1690, -2, 3, -3, 4, 1
- O=C(CSc1nnc(-c2c[nH]c3ccccc23)o1)N1c2ccccc2CCc2ccccc21
→ 4, -10, 1.2, -18, 1528, 1, 19, -3, 4, 1
- CCOCCCNC(=S)Nc1cc(OCC)c(NC(=O)c2ccco2)cc1OCC
→ 2, -2, 1, 4, 1501, -2, 2, -2, -3, 1
- CCN(CC)CCCNC(=O)c1cc(-c2ccc(O)cc2)on1
→ 1, -8, 1, 4, 1472, 0, -1, -1, 7, 1
- Cc1ccc(Cl)cc1N1CCN(C(=O)CCC(=O)O)CC1
→ 0, -11, 1.1, -9, 1580, -4, -1, -5, 2, 1.1
- O=C(c1cc2cc([N+](=O)[O-])ccc2s1)N1CCOCC1
→ 0, -8, 1, -5, 1386, -6, -3, 3, 1, 1
- CCCC(=O)Nc1nc2nc(C)cc(=O)n2[nH]1
→ -1, -1, 0.9, 5, 1697, -7, 10, 4, 11, 1
- CCc1nnc(NC(=O)c2ccc(-c3ccc([N+](=O)[O-])cc3Cl)o2)s1
→ 7, 1, 1, 2, 1558, -1, 1, 3, -2, 1
- CCOC(=O)N1CCC(NC(=O)c2cc(C(=O)NCc3ccc(F)cc3)ccc2CO)CC1
→ 3, -14, 0.9, 8, 1489, 4, -6, -3, 2, 1
- C=CCNc1nc(N)c(C(=C(C#N)C#N)c2ccc(Br)cc2)s1
→ -1, -20, 1.2, -22, 1635, 2, 1, 0, -9, 1
- CC(C)CC(NC(=O)c1ccccc1)C(=O)N/N=C/c1ccco1 (stereo not drawn)
→ 3, -6, 0.9, 6, 1532, -2, 2, -2, 2, 1
- Cc1cc(C)cc(NC(=O)CSc2nc3ccncc3[nH]2)c1
→ 5, 3, 1.3, -34, 1449, -3, -3, -4, -6, 1
- CCOC(=O)c1cnc(SC2CC(=O)N(c3cccc(OC)c3)C2=O)nc1N (stereo not drawn)
→ 8, -11, 0.9, 8, 1535, -1, -7, -4, 8, 1
- c1ccn2cc(C34CC5CC(CC(C5)C3)C4)nc2c1
→ 6, -4, 1.1, -10, 1399, 1, 1, -5, -7, 1
- Cc1cc(C)nc(Oc2ccc(Br)cc2Br)n1
→ 4, -8, 1, 3, 1385, -6, 8, -8, 10, 1.1
- c1nc2sc3c(c2c2nnnn12)CCC3
→ 1, 3, 1.1, -5, 1530, -2, -1, -6, 8, 1.1
- Cc1ccc(NC(=O)c2cc(=O)n(Cc3ccccc3)c(=O)[nH]2)cc1C
→ 6, -2, 1, 4, 1660, 2, 4, -1, 8, 1
- COc1ccc(OC)c(NC(=O)C2CCN(S(=O)(=O)c3cccs3)CC2)c1
→ 2, -15, 1, -4, 1640, -3, 6, -3, -1, 1
- CCc1ccc(NS(=O)(=O)c2ccc3[nH]cc(C(=O)N(C)Cc4ccco4)c(=O)c3c2)cc1
→ 0, -8, 1, 3, 1533, -7, 1, 0, 6, 1
- CC(=O)Oc1ccc2c(c1)C(=O)c1ccccc1CO2
→ -3, -6, 0.8, 15, 1430, -2, -3, 5, -6, 1
- N#CCCN(C(=O)COc1ccc(C#N)cc1)c1ccc(F)cc1
→ 3, -22, 1, -3, 1773, -1, 3, 0, 5, 1
